# Assay outcomes: PubChem BioAssay, The Scripps Research Institute Molecular Screening Center
# UHRF1 MBD2 ctr: blocks human UHRF1 binding to methylated DNA; Q96T88; UHRF1 binding to methylated oligo, TR-FRET; inhibition, % at 4.4 µM; actives 0.75% (n = 370,000); in the data active means inhibition above about 21%;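 further: UHRF1 SRA domain binding a hemimethylated CpG hairpin DNA probe; 0% = median of test compound wells and 100% = reference inhibitor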
# TDP2 inh: blocks human TDP2 phosphodiesterase activity. actives 0.34% (n = 370,000). recombinant TDP2, T5PNP hydrolysis, p-nitrophenol absorbance 415 nm. inhibition, % at 12.8 µM;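 active means inhibition above the mean of all tested compounds plus 3 SD, set per campaign, cut at about 25% in these data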;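 further: 0% = DMSO with enzyme and 100% = buffer with substrate but no TDP2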
#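 Read-out basis: percent inhibition. System: recombinant human TDP2. Buffer or medium: Mg2+-containing Tris-HCl buffer, pH 7.5. Repeats: single replicate. Timing: reaction 2 h, 37 °C. Benchmarks: high control without enzyme, low control DMSO plus TDP2. Probe or stimulus: 5 mM T5PNP. Doses: 12.8 µM only. Measured by: epi absorbance of p-nitrophenol freed from T5PNP by hydrolysis.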
# TCR CD3 inh: inhibitors of human TCR-CD3 interaction | TAMRA-labeled TCR probe fluorescence, biochemical | inhibition, % at 9.4 µM | actives 0.37% (n = 360,000) | AID 651800; in the data active means inhibition above about 19%;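 further: recombinant mutant TCR 2C K166C tagged with TAMRA read by polarization; 0% = receptor in buffer alone and 100% = receptor with positive control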
# SIAE inh: human SIAE inhibition, primary screen; Q9HAT2; actives 0.69% (n = 370,000); SIAE FP-Rh probe binding, fluorescence polarization; inhibition, % at 9.66 µM;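 active means inhibition above a cutoff: mean of compounds within the control limits plus 3 SD of those, cut at about 17% in these data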;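 further: 0% = plate median of compound wells and 100% = probe without SIAE protein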
# KLK7 zymogen act: activators of human kallikrein-7 zymogen | P49862 | actives 0.9% (n = 370,000) | activation, % at 7 µM | purified proKLK7, EDANS-DABCYL substrate fluorescence; 100% is mature enzyme control, 0% vehicle | AID 652039;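 active means activation above the mean of all tested compounds plus 3 SD, computed per campaign excluding outliers beyond control limits, cut at about 13% in these data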
# Target sequence (P49862 whole entry, looked up): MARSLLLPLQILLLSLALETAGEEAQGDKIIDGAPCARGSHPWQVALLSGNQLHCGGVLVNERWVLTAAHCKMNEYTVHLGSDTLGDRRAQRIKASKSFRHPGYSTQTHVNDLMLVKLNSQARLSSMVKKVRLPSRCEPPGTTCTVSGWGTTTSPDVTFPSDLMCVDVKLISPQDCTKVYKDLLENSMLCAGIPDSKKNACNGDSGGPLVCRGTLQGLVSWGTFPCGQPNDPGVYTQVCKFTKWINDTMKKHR
# DDE Tn7 FP inh: inhibitors of Tn7 peptide binding to human fibrin DD(E); P02675; FP displacement of FITC-Tn7 peptide from fibrin DD(E); 0% = median of compound wells per plate; inhibition, % at 8.3 µM; actives 0.13% (n = 370,000);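 active means inhibition above the mean of compounds falling within the control limits plus 3 SD of them, cut at about 14% in these data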;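 further: 0% = plate median of compound wells and 100% = 10 µM Aha-Tn7 peptide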
#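 Assay system: Human clot-derived fibrin DD(E) complex | Buffer or medium: Tris/NaCl/CaCl2 buffer, pH 7.8 | Repeats: One replicate per compound | Benchmarks: Aha-Tn7 high control | Measure: % inhibition scaled between sample-field median and high-control FP | Schedule: 10 min plus 3 h, room temperature | Signal: Fluorescence polarization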
# LEDGF integ inh: blocks HIV-1 LEDGF/p75-dependent DNA integration; TR-FRET IN-LEDGF/p75 DNA integration, Eu/Cy5; inhibition, % at 3.7 µM; actives 0.64% (n = 370,000); AID 743269;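 active means inhibition above the screen-wide mean plus 3 SD, cut at about 13% in these data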;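 further: signal is the Cy5 over europium emission ratio at 671 and 618 nm; 0% = plate median of compound wells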
# DDE Tn6 FP inh: disrupts Tn6 cyclic peptide binding to fibrin D-Dimer-E complex. P02675. Fibrin DD(E) TRITC-Tn6 fluorescence polarization displacement. inhibition, % at 8.3 µM. actives 0.21% (n = 370,000). AID 720509;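 active means inhibition above a per-campaign cutoff: mean of compounds within control limits plus 3 SD, cut at about 15% in these data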;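 further: 0% = median of all compound wells on the plate and 100% = blocking peptide control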
# MBD2 DNA inh: inhibitors of human MBD2 binding to methylated oligonucleotide; TR-FRET; Q9UBB5; actives 0.31% (n = 370,000); inhibition, % at 4.4 µM; in the data active means inhibition above about 13%
# Target sequence (Q9UBB5 whole entry, looked up): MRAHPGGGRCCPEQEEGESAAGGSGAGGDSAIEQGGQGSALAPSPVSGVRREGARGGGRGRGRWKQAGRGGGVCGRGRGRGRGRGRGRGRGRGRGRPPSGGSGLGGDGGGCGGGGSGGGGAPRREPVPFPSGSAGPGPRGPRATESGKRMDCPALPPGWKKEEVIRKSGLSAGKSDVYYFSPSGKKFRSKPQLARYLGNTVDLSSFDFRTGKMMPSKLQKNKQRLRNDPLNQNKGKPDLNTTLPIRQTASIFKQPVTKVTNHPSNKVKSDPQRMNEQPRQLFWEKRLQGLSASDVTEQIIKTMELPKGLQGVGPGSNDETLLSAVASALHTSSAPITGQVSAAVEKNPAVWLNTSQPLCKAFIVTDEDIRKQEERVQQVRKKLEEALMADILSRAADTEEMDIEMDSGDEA
# PRMT1 FP inh: inhibitors of human PRMT1 | Q99873 | recombinant PRMT1, activity-based probe fluorescence polarization | inhibition, % at 2.79 µM | actives 1.3% (n = 370,000);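 active means inhibition above about 21% made by adding two undisclosed values, limit read from the data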
# Target sequence (Q99873 whole entry, looked up): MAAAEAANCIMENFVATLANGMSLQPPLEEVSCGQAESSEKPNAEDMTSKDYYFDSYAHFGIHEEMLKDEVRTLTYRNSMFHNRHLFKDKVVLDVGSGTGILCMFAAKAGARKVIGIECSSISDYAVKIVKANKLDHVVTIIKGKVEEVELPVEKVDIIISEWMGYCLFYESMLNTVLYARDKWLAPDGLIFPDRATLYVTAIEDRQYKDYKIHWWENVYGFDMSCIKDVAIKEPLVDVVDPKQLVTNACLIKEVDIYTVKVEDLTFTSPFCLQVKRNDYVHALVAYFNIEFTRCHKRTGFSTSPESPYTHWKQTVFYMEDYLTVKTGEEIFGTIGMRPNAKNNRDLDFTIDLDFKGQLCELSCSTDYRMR
# The depositor's hits bear a star.
# The first 12 compounds, ahead of the listing:
# Values run as follows: KLK7 zymogen act	LEDGF integ inh	TDP2 inh	DDE Tn6 FP inh	PRMT1 FP inh	SIAE inh	TCR CD3 inh	UHRF1 MBD2 ctr	MBD2 DNA inh	DDE Tn7 FP inh
1. CCN(CC)c1ccc(NC(=O)C2CCCN(S(=O)(=O)c3cccnc3)C2)c(C)c1 (centres undefined)
 : -0.1	-3	-1	4	2	3	-3	-1	2	1
2. CC1(C)CC(=O)C(C(c2cccc([N+](=O)[O-])c2)C2C(=O)CC(C)(C)CC2=O)C(=O)C1
 : -0.3	-1	14	4	2	-1	1	-2	3	3
3. COCCNc1cc(NCCOC)c([N+](=O)[O-])cc1[N+](=O)[O-]
 : -0.3	-1	-7	4	1	2	7	11	-8	3
4. COc1ccc(CN2C(=O)C(C)Nc3ncnc(N4CCOCC4)c32)cc1 (centres undefined)
 : 0.7	-1	15	-2	0	7	6	-1	3	-3
5. COc1cccc(-n2c(=O)n(Cc3ccccc3)c(=O)c3[nH]cnc32)c1C
 : -0.1	-2	-2	0	-5	2	-1	0	-2	-1
6. Cc1cccc(C)c1NC(=O)N1C2CCC1CC(O)(c1cccnc1)C2 (centres undefined)
 : 0.5	4	-16	5	-7	-1	-5	1	-3	-7
7. COc1cc(NC(=O)Cn2cnc(S(=O)(=O)N3CCC(C)CC3)c2)cc(OC)c1OC
 : -0.2	-1	0	10	2	2	-3	5	1	-3
8. CCCC1NC(=O)c2cccnc2-n2c1nc1ccccc1c2=O (centres undefined)
 : 0.3	-3	12	7	0	2	-1	-1	3	2
9. Cc1ccccc1NC(=O)c1[nH]cnc1C(=O)NN
 : -0.8	7	-7	-3	-3	6	7	-5	2	0
10. CC(C)c1ccccc1-n1c(-c2cccnc2)n[nH]c1=S
 : 0.7	1	10	7	-1	3	3	-4	1	0
11. COc1ccc(CCNC(=O)CSc2ccc3nnc(CCNC(=O)c4ccccc4)n3n2)cc1OC
 : 0.3	-6	0	6	1	-2	-1	3	0	9
12. O=C1C2C(c3ccccc3)CC=CC2[C@H](c2ccoc2)N1Cc1ccccc1 (some centres undefined)
 : 0.0	0	5	-3	1	-1	4	-2	0	-8

# Main list (from the top)
# Values run as follows: KLK7 zymogen act	LEDGF integ inh	TDP2 inh	DDE Tn6 FP inh	PRMT1 FP inh	SIAE inh	TCR CD3 inh	UHRF1 MBD2 ctr	MBD2 DNA inh	DDE Tn7 FP inh
1. CCN(CC)c1ccc(NC(=O)C2CCCN(S(=O)(=O)c3cccnc3)C2)c(C)c1 (centres undefined)
 : -0.1	-3	-1	4	2	3	-3	-1	2	1
2. CC1(C)CC(=O)C(C(c2cccc([N+](=O)[O-])c2)C2C(=O)CC(C)(C)CC2=O)C(=O)C1
 : -0.3	-1	14	4	2	-1	1	-2	3	3
3. COCCNc1cc(NCCOC)c([N+](=O)[O-])cc1[N+](=O)[O-]
 : -0.3	-1	-7	4	1	2	7	11	-8	3
4. COc1ccc(CN2C(=O)C(C)Nc3ncnc(N4CCOCC4)c32)cc1 (centres undefined)
 : 0.7	-1	15	-2	0	7	6	-1	3	-3
5. COc1cccc(-n2c(=O)n(Cc3ccccc3)c(=O)c3[nH]cnc32)c1C
 : -0.1	-2	-2	0	-5	2	-1	0	-2	-1
6. Cc1cccc(C)c1NC(=O)N1C2CCC1CC(O)(c1cccnc1)C2 (centres undefined)
 : 0.5	4	-16	5	-7	-1	-5	1	-3	-7
7. COc1cc(NC(=O)Cn2cnc(S(=O)(=O)N3CCC(C)CC3)c2)cc(OC)c1OC
 : -0.2	-1	0	10	2	2	-3	5	1	-3
8. CCCC1NC(=O)c2cccnc2-n2c1nc1ccccc1c2=O (centres undefined)
 : 0.3	-3	12	7	0	2	-1	-1	3	2
9. Cc1ccccc1NC(=O)c1[nH]cnc1C(=O)NN
 : -0.8	7	-7	-3	-3	6	7	-5	2	0
10. CC(C)c1ccccc1-n1c(-c2cccnc2)n[nH]c1=S
 : 0.7	1	10	7	-1	3	3	-4	1	0
11. COc1ccc(CCNC(=O)CSc2ccc3nnc(CCNC(=O)c4ccccc4)n3n2)cc1OC
 : 0.3	-6	0	6	1	-2	-1	3	0	9
12. O=C1C2C(c3ccccc3)CC=CC2[C@H](c2ccoc2)N1Cc1ccccc1 (some centres undefined)
 : 0.0	0	5	-3	1	-1	4	-2	0	-8
13. Nc1c(S(=O)(=O)c2ccccc2)c2nc3ccccc3nc2n1/N=C/c1ccco1
 : -5.7	2	-2	1	6	1	-11	-5	-1	0
14. O=C(Nc1nnc(-c2cccnc2)o1)c1cccc(Cl)c1
 : 0.1	3	-1	0	1	-2	-13	3	6	4
15. O=C(Cc1ccc(F)cc1)N[C@@H]1c2ccccc2CC[C@H]1OCc1ccccc1
 : -0.2	-2	8	-1	0	3	-8	-1	-1	-1
16. COc1cc(NC(=O)/C=C/c2ccccc2)c(C(=O)O)cc1OC
 : -0.4	-2	5	-3	2	-3	-12	2	1	5
17. CCNC(=O)NC(=O)CSc1ccc(S(=O)(=O)N(C)C2CCCCC2)cn1
 : 0.6	0	4	0	4	1	5	-2	-4	2
18. COc1ccc(C2(C(=O)Nc3ccc(C)cc3)CCOCC2)cc1
 : 0.2	-4	5	-3	3	-3	-3	-1	-2	1
19. Nn1c(CN2CCCCC2)nc2ccccc2c1=O
 : -0.7	-4	3	3	-2	1	2	0	1	5
20. O=C(Nc1nc2ccccc2s1)c1cccc(N2C(=O)CCC2=O)c1
 : -0.2	1	-21	0	-1	-12	-9	0	-3	-6
21. C/C(=N\NC(=O)c1ccc2c(c1)OCCO2)c1ccccc1
 : 0.6	7	0	-1	-6	4	5	-2	-3	2
22. COc1ccc(NC(=O)N2CCCC2C(=O)Nc2ccc(C)c(Cl)c2)cc1 (centres undefined)
 : 0.3	-3	-5	2	2	2	-3	9	2	2
23. Cc1ccc([C@H]2N[C@]3(CCCN(Cc4ccc(Br)cc4)C3=O)[C@H]3C(=O)N(Cc4ccccc4)C(=O)[C@@H]23)cc1
 : -1.1	-4	-7	10	-3	-3	-1	-4	-6	2
24. O=C(CN1C(=O)NC2(CCCC2)C1=O)NNC(=O)c1ccc(Br)cc1
 : -0.1	3	-14	6	0	-1	-8	3	-2	-4
25. COc1cccc(/C=C/C(=O)OCC(=O)NC(=O)NC2CCCC2)c1
 : 0.4	2	-14	-3	-5	-3	3	2	-8	-5
26. COc1ccc(NC(=O)C2CCC(=O)N2S(=O)(=O)c2ccc(C)cc2)cc1Cl (centres undefined)
 : 0.2	-8	-4	2	3	1	-6	1	1	-2
27. COc1ccc(OC)c(N=C2C(=O)Nc3ccccc32)c1
 : 0.5	1	14	4	2	10	4	-11	-10	1
28. O=C(O)c1cccc(NC(=O)C2CCCO2)c1 (centres undefined)
 : -0.6	4	-9	-1	1	-8	2	-1	2	-2
29. CCOC(=O)c1c(CC(C)C)csc1NC(=O)COC(=O)C1=NNC(=O)CC1
 : 0.2	3	17	6	-1	-1	3	2	-6	11
30. C=CCNC(=O)c1ccc2nc(-c3ccccc3)c(-c3ccccc3)nc2c1
 : -3.5	5	-6	4	0	1	-1	2	7	0

# Carrying on.
# Values run as follows: KLK7 zymogen act	LEDGF integ inh	TDP2 inh	DDE Tn6 FP inh	PRMT1 FP inh	SIAE inh	TCR CD3 inh	UHRF1 MBD2 ctr	MBD2 DNA inh	DDE Tn7 FP inh
31. COCCn1c(-c2ccc(Cl)cc2)nc2oc3cc(OC)ccc3c(=O)c2c1=O
 : -0.1	3	0	2	3	-3	-13	0	2	1
32. COc1ccc(S(=O)(=O)Nc2cc3[nH]c(=O)oc3cc2C)cc1
 : 1.9	3	0	-4	-3	12	-2	2	-2	-7
33. COc1cccc(C(NC(C)=O)c2nc(-c3cccc(C(C)C)c3)cs2)c1 (centres undefined)
 : -0.6	-5	2	-2	5	-6	-2	1	-1	2
34. C/C(=N/NC(=O)c1cccs1)c1cccc(N)c1
 : -0.7	6	-10	3	-2	-2	-9	1	-7	1
35. O=[N+]([O-])c1ccccc1/C=C/C=N/Nc1ccc(S(=O)(=O)Nc2ccc(Cl)cc2)cc1[N+](=O)[O-]
 : -1.2	0	-10	-2	0	43*	-1	-2	-1	1
36. Cc1nc(-c2ccccc2)sc1C(N)=O
 : -0.1	-1	5	10	1	-3	3	-1	1	-3
37. O=S(=O)(c1cccs1)N1CCN(Cc2cccc(F)c2)CC1
 : 0.6	3	17	6	2	-3	6	0	0	-1
38. CCOC(=O)CSc1nc(C)nc2c1sc1nc(C)c(C(C)=O)c(-c3ccc(OC)cc3)c12
 : -0.7	1	7	3	-5	-4	1	-3	-6	7
39. O=C(CN(C(=O)c1csnn1)c1cccc(Cl)c1)NCCc1ccccc1
 : 0.1	-1	-21	-3	-9	-15	7	1	-2	3
40. COCc1c(C(=O)N2CCN(S(=O)(=O)c3ccccc3Cl)CC2)oc2ccccc12
 : 0.5	1	3	-1	3	2	-5	0	-4	-2
41. COc1ccc(N)cc1S(=O)(=O)Nc1ccccc1Cl
 : 0.0	7	-8	-4	-4	-2	1	-2	-4	-2
42. COc1ccc2c(C)cc(SCC(=O)Nc3ncc(Cl)cc3Cl)nc2c1
 : 0.8	-2	-1	0	3	-3	6	5	2	1
43. COc1ccc(-c2cc(C(F)F)n3ncc(C(=O)N4CCN5CCCC5C4)c3n2)cc1 (centres undefined)
 : 24*	7	-25	8	-3	4	0	3	2	-1
44. O=C(Nc1ccccc1)N1CCc2ccccc2C1
 : -0.2	-2	0	0	0	2	5	-3	-1	5
45. CS(=O)(=O)N1N=C(c2ccc3nccnc3c2)CC1c1ccccc1 (centres undefined)
 : 0.1	2	-2	-1	1	-2	6	0	9	2
46. COc1ccccc1NC(=O)CNC(=O)c1ccc([N+](=O)[O-])cc1
 : -0.1	-2	13	-2	1	-6	2	0	3	7
47. N=C1/C(=C/c2ccco2)C(=O)N=C2SC(CC(=O)N3CCCC3)=NN12
 : -1.2	13	1	-7	8	-7	2	13	4	-5
48. O=C(NCCc1ccccc1)C(=O)N/N=C/c1ccccc1C(F)(F)F
 : 0.0	3	9	1	2	1	-3	0	1	7
49. Cc1ccc(NC(=O)C(=S)NCc2ccco2)cc1
 : 0.6	1	5	-3	-4	-5	10	-3	-3	7
50. Fc1ccc(CSc2ncnc3sc4c(c23)CCCC4)cc1
 : 0.0	-3	-4	-7	4	-5	-2	6	6	-1
51. OC(c1ccccc1)(c1ccccc1)C1CCN(CCCOc2cccc(OC(F)(F)F)c2)CC1
 : 0.3	-4	2	-12	-1	-3	-7	1	-3	-6
52. COc1cc(/C=N/N=C2/SCC(=O)N2c2ccc(O)cc2)ccc1O
 : -4.4	1	8	-4	-3	2	2	-2	3	-4
53. CCOC(=O)c1[nH]cnc1C(=O)N[C@@H](C)c1ccccc1
 : 0.0	2	3	-3	-4	0	-1	2	3	-3
54. CN(CC(=O)Nc1ccc(Cl)cc1)C(=O)c1ccc(COc2ccccc2)cc1
 : -0.4	-1	-10	0	-2	-2	8	0	-3	5
55. Cc1ccc(-n2c(=O)c3c4c(sc3n3c(C)nnc23)COC(C(C)C)C4)cc1 (centres undefined)
 : -0.7	2	7	1	3	2	5	-2	-3	10
